# PAFAH1B3 inh: PAFAH1B3 (human) inhibition | AID 492972 | Q15102 | hit rate 0.28% among 340,000 | recombinant PAFAH1B3, FP-rhodamine probe, fluorescence polarization | inhibition, % at 3.39 µM;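 active = inhibition above the screen-wide average of all tested compounds plus 3 SD, cut at about 25% in these data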;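 also: 0% = enzyme with DMSO only and 100% = wells lacking PAFAH1B3 protein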
# Target sequence (Q15102 whole entry, looked up): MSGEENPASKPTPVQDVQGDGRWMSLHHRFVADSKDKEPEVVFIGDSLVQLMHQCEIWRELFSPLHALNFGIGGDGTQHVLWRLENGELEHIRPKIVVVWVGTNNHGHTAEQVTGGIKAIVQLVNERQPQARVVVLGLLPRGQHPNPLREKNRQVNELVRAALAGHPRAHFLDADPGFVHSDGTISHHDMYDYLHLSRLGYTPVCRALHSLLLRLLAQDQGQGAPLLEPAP
# GSTO1 counter: blocks human GSTO1 in RBBP9 counter-screen | AID 1974 | inhibition, % at 5.96 µM | hit rate 1.1% among 300,000 | recombinant GSTO1, activity-based probe fluorescence polarization | P78417;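 active = inhibition above the campaign mean inhibition plus 3 SD, cut at about 35% in these data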;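 also: 0% = GSTO1-1 with DMSO and 100% = wells lacking GSTO1-1 enzyme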
# Target sequence (P78417 whole entry, looked up): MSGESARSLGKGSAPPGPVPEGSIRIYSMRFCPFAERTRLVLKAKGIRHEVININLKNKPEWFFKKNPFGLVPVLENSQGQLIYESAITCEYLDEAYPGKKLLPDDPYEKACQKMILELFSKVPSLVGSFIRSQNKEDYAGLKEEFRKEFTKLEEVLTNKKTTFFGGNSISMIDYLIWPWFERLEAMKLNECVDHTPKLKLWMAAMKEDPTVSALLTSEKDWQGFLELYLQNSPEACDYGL
# PREPL inh: human PREPL enzyme inhibition; recombinant PREPL, fluorescence polarization activity-based probe; Q4J6C6; inhibition, % at 5.96 µM; hit rate 0.68% among 320,000; in the data active = inhibition above about 43%;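 also: 0% = enzyme with DMSO and 100% = wells lacking enzyme; many of its hits are not listed in these tables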
# PAD4 inh: inhibitors of human PAD4. recombinant PAD4, RCA probe fluorescence polarization. hit rate 0.41% among 330,000. inhibition, % at 6.36 µM;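 active = percent inhibition above a cutoff equal to the mean of all tested compounds plus 3 SD, cut at about 15% in these data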;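 also: 0% = PAD4 with RCA probe and DMSO and 100% = probe without PAD4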
# LYPLA2 inh: blocks human lysophospholipase 2, a PME1 counter-screen | O95372 | recombinant LYPLA2, FP-Rh probe fluorescence polarization | inhibition, % at 5.9 µM | hit rate 0.38% among 320,000;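 active = inhibition above the screen-wide mean plus 3 SD, limit set per campaign, cut at about 26% in these data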;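 also: 0% = LYPLA2 with DMSO and 100% = wells lacking LYPLA2 enzyme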
# Target sequence (O95372 whole entry, looked up): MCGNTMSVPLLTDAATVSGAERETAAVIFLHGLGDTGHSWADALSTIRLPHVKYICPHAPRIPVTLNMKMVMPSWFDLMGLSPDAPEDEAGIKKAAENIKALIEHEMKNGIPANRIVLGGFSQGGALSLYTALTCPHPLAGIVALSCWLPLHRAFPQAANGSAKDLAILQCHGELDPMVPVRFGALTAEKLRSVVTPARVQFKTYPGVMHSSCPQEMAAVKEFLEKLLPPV
# PAFAH2 inh: PAFAH2 (human) inhibition; inhibition, % at 3.39 µM; Q99487; AID 492956; hit rate 0.99% among 340,000; recombinant PAFAH2, FP-rhodamine activity probe, fluorescence polarization;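 active = inhibition above the mean over all tested compounds plus 3 SD, cut at about 30% in these data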;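 also: inhibitors block probe labeling of enzyme so polarization drops; 0% = enzyme with DMSO and 100% = wells lacking PAFAH2 protein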
# EBNA-1 inhibitor: blocks EBNA-1 binding to DNA; inhibition, % at 14.8 µM; AID 1950; EBNA-1 DNA binding, fluorescence polarization; hit rate 0.34% among 300,000; in the data active = inhibition above about 28%
# LYPLA1 inh: counter-screen for PME1 inhibitors: inhibitors of human LYPLA1 | hit rate 0.16% among 320,000 | inhibition, % at 5.9 µM | O75608 | recombinant LYPLA1, FP-Rh probe fluorescence polarization | AID 2174;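 active = inhibition above the mean of all tested compounds plus 3 SD, set per campaign, cut at about 14% in these data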;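 also: inhibitors block serine hydrolase probe labeling of LYPLA1 so polarization falls; 0% = enzyme with DMSO and 100% = wells lacking LYPLA1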
# ZTA DNA inh: ZTA (EBV) inhibition in EBNA-1 counter-screen; P03206; ZTA-DNA binding, fluorescence polarization; inhibition, % at 11 µM; hit rate 0.15% among 320,000; in the data active = inhibition above about 33%
# Target sequence (P03206 whole entry, looked up): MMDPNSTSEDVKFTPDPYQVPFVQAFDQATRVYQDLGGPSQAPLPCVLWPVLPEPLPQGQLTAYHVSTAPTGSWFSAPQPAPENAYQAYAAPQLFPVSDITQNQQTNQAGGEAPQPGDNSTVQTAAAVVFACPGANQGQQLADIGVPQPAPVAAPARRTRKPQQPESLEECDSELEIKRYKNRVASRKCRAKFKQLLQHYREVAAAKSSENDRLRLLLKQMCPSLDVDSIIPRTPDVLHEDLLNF
# * marks the source's active call; other numbers are inactive results; / = no result given.
[1] CNC(=S)NNC(=O)COc1cccc(C)c1C
[2] O=C(CCc1ccc(Oc2cc([N+](=O)[O-])cc([N+](=O)[O-])c2)cc1)Nc1cccc(Cl)c1
[3] O=C(c1ccc(Cl)cc1)c1c[nH]c(C(=O)NNc2cccc(Cl)n2)c1
[4] Cc1ccccc1NC(=S)C1=C(O)c2sccc2N(C)S1(=O)=O
[5] CN(CC(=O)Nc1ccc(Cl)c(C(F)(F)F)c1)C(=O)c1cc(=O)[nH]c2ccccc12
[6] O=C1c2oc3ccccc3c(=O)c2C(c2ccc(O)cc2)N1c1nccs1 (stereo unspecified)
[7] CCn1cc(C(=O)NC2CCC(C)CC2)c(=O)c2cc(S(=O)(=O)N3CCCCC3)ccc21 (stereo unspecified)
[8] Cc1cc(C)c(S(=O)(=O)N(C)CC(N)=O)c(C)c1
[9] Cc1ccc([C@@H]2CC=C(C(=O)O)[C@H](c3ccccc3)N2S(=O)(=O)c2ccc(C)cc2)cc1
[10] COc1ccc(CN2CCN(C(=O)c3cccc4ccccc34)CC2)cc1OC

assay / entry,1,2,3,4,5,6,7,8,9,10
ZTA DNA inh,0,-5,-4,-7,8,10,-11,7,0,-12
PAD4 inh,-1,-3,-11,2,-7,0,3,4,-4,-5
PAFAH2 inh,-1,-17,0,4,0,-36,/,-4,-2,-1
LYPLA2 inh,2,-1,-6,-4,-3,-50,-5,-6,-6,1
PREPL inh,-17,8,5,-3,23,-3,6,-1,-8,3
GSTO1 counter,0,-13,-5,-27,-11,-31,-2,5,-36,2
PAFAH1B3 inh,4,1,10,9,4,-16,/,-5,9,-3
LYPLA1 inh,0,-13,-6,-3,-4,-26,-3,-1,0,3
EBNA-1 inhibitor,-3,-3,-12,-1,-8,2,7,-9,11,0

[11] COc1ccc(NC(=O)c2c(NC(=O)CCC(=O)O)sc(-c3ccccc3)c2C)cc1
[12] O=C(O)C1C2CCCCC2=C2CCCCC2C1C(=O)O (stereo unspecified)
[13] Cc1cc(NCCN2CCOCC2)n2nc(C)c(-c3ccc(Cl)cc3)c2n1
[14] O=C(Nc1ccc(C(=O)NCCCN2CCN(c3ccccc3)CC2)cc1)C1=CSCCO1
[15] Cc1nn(C(C)C(=O)NCCCc2ccccc2)c(=O)c2cc3occc3n12 (stereo unspecified)
[16] C=CCS(=O)(=O)N1CCCC(Cc2ccccc2C)(C(=O)OCC)C1 (stereo unspecified)
[17] COc1cccc(CC(=O)Nc2nccs2)c1
[18] COC(=O)c1ccccc1NC(=O)CSc1nnc(-c2ccncc2)o1
[19] Cc1ccccc1S(=O)(=O)Cc1ccc(C(=O)NC2CCCCC2)o1
[20] Cc1ccc(C(=O)N/C(=C\c2cn(S(=O)(=O)N(C)C)c3ccccc23)C(=O)NCCCn2ccnc2)cc1

assay / entry,11,12,13,14,15,16,17,18,19,20
ZTA DNA inh,-14,-12,-21,-15,-2,0,-4,-8,7,9
PAD4 inh,-1,0,1,2,3,-2,0,-1,5,-1
PAFAH2 inh,5,4,5,7,-2,2,0,6,-5,4
LYPLA2 inh,11,0,11,6,3,-4,2,-5,-6,-3
PREPL inh,5,-4,15,22,-5,1,3,14,4,-1
GSTO1 counter,5,0,-3,3,-4,1,-2,2,0,5
PAFAH1B3 inh,5,7,3,4,6,2,2,6,9,1
LYPLA1 inh,2,0,2,4,-2,-2,-3,-3,2,-5
EBNA-1 inhibitor,-5,11,5,-7,-9,-7,0,9,12,-1

[21] COc1ccc(NC(=O)COC(=O)c2ccc(OCc3c(C)noc3C)cc2)cc1OC
[22] COCCOC(=O)c1[nH]c2c(c1C)C(=O)C(C(=O)OC)C(C)C2 (stereo unspecified)
[23] COc1ccccc1N(CC(=O)N1CCCCC1)S(=O)(=O)c1ccccc1
[24] C[C@@H]1NC(=O)[C@H](CC(N)=O)NC(=O)c2cc([N+](=O)[O-])cc(I)c2OCC[C@@H](C(=O)NC(CC(=O)O)C(N)=O)NC1=O (stereo partly specified)
[25] Cc1c(NC(=O)C(C)NCC2CCCO2)c(=O)n(-c2ccccc2)n1C (stereo unspecified)
[26] O=[N+]([O-])c1ccc2nc(-c3cccnc3)[nH]c2c1
[27] O=C(NCc1ccc2c(c1)OCO2)C1CCN(S(=O)(=O)c2ccc(Br)s2)CC1
[28] Cc1nc(SCC(=O)Nc2ccc3c(c2)OCO3)c(C#N)c2c1CCCC2
[29] C=CCn1c(C(O)c2ccccc2)nc2ccccc21 (stereo unspecified)
[30] COc1ccc(CCNc2nnc(C)c(=O)[nH]2)cc1OC

assay / entry,21,22,23,24,25,26,27,28,29,30
ZTA DNA inh,-20,-1,4,-6,-8,-4,-5,6,1,15
PAD4 inh,-1,-3,-4,0,4,-4,-8,-5,3,-3
PAFAH2 inh,28,-3,-1,/,1,2,-3,2,-3,4
LYPLA2 inh,8,-3,2,7,1,-7,-2,6,5,4
PREPL inh,11,1,11,8,-1,13,15,2,4,5
GSTO1 counter,-6,6,7,0,-3,-3,-1,4,2,-1
PAFAH1B3 inh,0,-5,8,/,5,3,-7,4,-1,7
LYPLA1 inh,0,0,-2,4,-2,-2,0,-3,5,-1
EBNA-1 inhibitor,0,3,3,6,-10,-6,-8,3,0,9

[31] Cc1ccc(C(=O)Nc2ncc(Cc3ccc(F)cc3)s2)o1
[32] O=C(NCCOc1ccccc1Cl)C(=O)c1c[nH]c2ccccc12
[33] Cn1c(=O)c2c(nc(NC(Cc3ccccc3)C(=O)O)n2Cc2ccccc2)n(C)c1=O (stereo unspecified)
[34] CCc1cccc(NC(=O)Cn2c(-c3ccccc3)cc(C(C)=O)c2C)c1
[35] Cc1cccc(NC(=O)N2CCCC(CNC(=O)c3ccccc3Cl)C2)c1C (stereo unspecified)
[36] CCOC(=O)C(/C(C)=N/NC(=O)c1ccccc1[N+](=O)[O-])C(C)C (stereo unspecified)
[37] O=S(=O)(Nc1cccc(-c2cn3c(n2)SCC3)c1)c1ccccc1
[38] Cc1ccc(-n2c(SCC(=O)OC(C)C)nnc2-c2ccco2)cc1
[39] CN1C2CCC1CC(NC(=O)c1ccc([N+](=O)[O-])cc1)C2 (stereo unspecified)
[40] CC(NC(=O)C1CCN(S(=O)(=O)c2cccc3cccnc23)CC1)c1ccccc1 (stereo unspecified)

assay / entry,31,32,33,34,35,36,37,38,39,40
ZTA DNA inh,7,14,-1,-2,-13,-12,-4,16,15,-12
PAD4 inh,-1,-5,0,2,0,4,2,0,4,2
PAFAH2 inh,6,5,-2,-7,4,-7,4,6,-4,-9
LYPLA2 inh,1,-2,-4,6,5,11,4,8,7,11
PREPL inh,-6,-25,-2,7,4,9,-13,-6,3,2
GSTO1 counter,-5,-11,-3,5,7,-2,0,5,5,3
PAFAH1B3 inh,2,-1,8,5,4,-5,9,2,18,9
LYPLA1 inh,-2,-4,-3,0,5,3,0,4,4,0
EBNA-1 inhibitor,-3,-4,2,-5,2,3,3,-10,1,1

# As a short view, some entries already given.
[31] Cc1ccc(C(=O)Nc2ncc(Cc3ccc(F)cc3)s2)o1
[32] O=C(NCCOc1ccccc1Cl)C(=O)c1c[nH]c2ccccc12
[33] Cn1c(=O)c2c(nc(NC(Cc3ccccc3)C(=O)O)n2Cc2ccccc2)n(C)c1=O (stereo unspecified)
[34] CCc1cccc(NC(=O)Cn2c(-c3ccccc3)cc(C(C)=O)c2C)c1
[35] Cc1cccc(NC(=O)N2CCCC(CNC(=O)c3ccccc3Cl)C2)c1C (stereo unspecified)
[36] CCOC(=O)C(/C(C)=N/NC(=O)c1ccccc1[N+](=O)[O-])C(C)C (stereo unspecified)
[37] O=S(=O)(Nc1cccc(-c2cn3c(n2)SCC3)c1)c1ccccc1
[38] Cc1ccc(-n2c(SCC(=O)OC(C)C)nnc2-c2ccco2)cc1
[39] CN1C2CCC1CC(NC(=O)c1ccc([N+](=O)[O-])cc1)C2 (stereo unspecified)
[40] CC(NC(=O)C1CCN(S(=O)(=O)c2cccc3cccnc23)CC1)c1ccccc1 (stereo unspecified)

assay / entry,31,32,33,34,35,36,37,38,39,40
ZTA DNA inh,7,14,-1,-2,-13,-12,-4,16,15,-12
PAD4 inh,-1,-5,0,2,0,4,2,0,4,2
PAFAH2 inh,6,5,-2,-7,4,-7,4,6,-4,-9
LYPLA2 inh,1,-2,-4,6,5,11,4,8,7,11
PREPL inh,-6,-25,-2,7,4,9,-13,-6,3,2
GSTO1 counter,-5,-11,-3,5,7,-2,0,5,5,3
PAFAH1B3 inh,2,-1,8,5,4,-5,9,2,18,9
LYPLA1 inh,-2,-4,-3,0,5,3,0,4,4,0
EBNA-1 inhibitor,-3,-4,2,-5,2,3,3,-10,1,1

# The list continues.
[41] O=C(CC(c1ccccc1)c1ccccc1O)NCCN1CCOCC1 (stereo unspecified)
[42] Cc1cc(Cn2nc(-c3ccccc3)cc2C(=O)NCC2CC2)on1
[43] COc1ccc(/C=c2/sc3nc(-c4ccccc4)c(-c4ccccc4)n3c2=O)cc1
[44] CCN(CC)CCNC(=O)CCc1nnc2ccc(N3CCC(C)CC3)nn12
[45] C/C=C(/C)C(=O)O[C@@H]1[C@H](OC(C)=O)c2c(ccc3ccc(=O)oc23)OC1(C)C
[46] COc1ccccc1CNC(=S)NCc1ccc(F)cc1
[47] CCCn1c(C)cc(C(=O)CN2C(=O)c3ccccc3C2=O)c1C
[48] O=C(OCC(=O)N1CCCCC1)c1c[nH]c(=O)[nH]c1=O
[49] Cc1cc(F)ccc1NC(=O)c1cc(S(=O)(=O)N2CCc3ccccc32)cn1C
[50] Cc1ccc(NC(=O)CSc2nnc(-c3cc(C)[nH]n3)n2N)cc1

assay / entry,41,42,43,44,45,46,47,48,49,50
ZTA DNA inh,3,4,9,2,16,5,-5,0,6,-9
PAD4 inh,-1,-1,-6,0,1,2,0,-1,1,-2
PAFAH2 inh,-7,1,-3,-7,15,-3,2,1,-1,-3
LYPLA2 inh,0,-1,-4,7,-1,9,-2,-9,-2,-4
PREPL inh,-12,-3,-4,5,-11,-1,1,13,-33,5
GSTO1 counter,-1,-5,0,4,7,0,2,-1,-2,11
PAFAH1B3 inh,0,1,4,-1,12,-6,3,7,5,3
LYPLA1 inh,-1,-5,-1,1,0,0,-2,-3,0,2
EBNA-1 inhibitor,-1,4,17,3,6,8,2,-1,5,-6

[51] COCCOC(=O)c1c(C)n(C)c2ccc(OC(=O)C3CC3)cc12
[52] COc1ccc(NS(=O)(=O)c2cccc3nonc23)c(OC)c1
[53] Cc1cc(C(=O)N/N=C/c2ccccc2)c(C)o1
[54] CCOC(=O)c1cc(S(=O)(=O)NCCc2ccccc2)cn1C
[55] CN1CCN(C(=O)C2=C[C@H](c3ccc(C(F)(F)F)cc3)C[C@H](OCc3ccc(CO)cc3)O2)CC1
[56] COc1ccc(N(C)S(=O)(=O)c2ccc(C)cc2)c([N+](=O)[O-])c1
[57] CC(C)(C)CC(C)(C)NC(=O)c1ccc2snnc2c1
[58] O=C(/C=C/c1ccc(Cl)cc1)NCCN1CCOCC1
[59] COc1ccc(-c2[nH]c(-c3ccc(SC)cc3)nc2SCC(=O)Nc2nccs2)cc1

assay / entry,51,52,53,54,55,56,57,58,59
ZTA DNA inh,-1,4,-3,2,-8,-14,0,-3,-19
PAD4 inh,1,-5,-1,3,3,-4,1,-3,-3
PAFAH2 inh,39*,10,6,-15,-1,-2,0,-12,-21
LYPLA2 inh,-2,4,-4,-4,2,-2,4,9,6
PREPL inh,13,3,5,13,42,-7,2,16,16
GSTO1 counter,2,2,-3,13,1,9,-10,-1,-23
PAFAH1B3 inh,-3,3,5,4,0,9,2,7,25
LYPLA1 inh,0,-1,-3,-1,5,-2,-4,-1,-11
EBNA-1 inhibitor,7,5,0,3,15,-9,7,2,1

# Screening results deposited in PubChem BioAssay by The Scripps Research Institute Molecular Screening Center.

# An excerpt; the hit share may differ from the screen's.
